# POLH inh: DNA polymerase eta (human) inhibition | Q9Y253 | recombinant Pol eta, fluorescent DNA replication assay | Potency, µM (titrated, usually from 114 µM), for the others: at the highest dose activity change, negative = inhibition, actives largely listed as inhibitors | 390,000 compounds, 1.2% hits | AID 588591; further: on the % scale 0 is the no-effect control and ±100 the full control effect
#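 Fluorescent replication assay: 50 nM final substrate added after a 15 min room-temperature compound preincubation with 10 nM enzyme. Signal taken at 0 min and again at 10 min.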
# Pol kappa inh: blocks human DNA polymerase kappa activity | AID 588579 | Potency, µM (top dose mostly 107 µM), for the others: top-dose activity, negative = inhibition, most hits filed as inhibitors | Q9UBT6 | purified Pol kappa, fluorescent DNA synthesis assay, 10 min | 400,000 compounds, 0.53% hits; further: on the % scale 0 is the no-effect control and ±100 the full control effect
# Target sequence (Q9UBT6 whole entry, looked up): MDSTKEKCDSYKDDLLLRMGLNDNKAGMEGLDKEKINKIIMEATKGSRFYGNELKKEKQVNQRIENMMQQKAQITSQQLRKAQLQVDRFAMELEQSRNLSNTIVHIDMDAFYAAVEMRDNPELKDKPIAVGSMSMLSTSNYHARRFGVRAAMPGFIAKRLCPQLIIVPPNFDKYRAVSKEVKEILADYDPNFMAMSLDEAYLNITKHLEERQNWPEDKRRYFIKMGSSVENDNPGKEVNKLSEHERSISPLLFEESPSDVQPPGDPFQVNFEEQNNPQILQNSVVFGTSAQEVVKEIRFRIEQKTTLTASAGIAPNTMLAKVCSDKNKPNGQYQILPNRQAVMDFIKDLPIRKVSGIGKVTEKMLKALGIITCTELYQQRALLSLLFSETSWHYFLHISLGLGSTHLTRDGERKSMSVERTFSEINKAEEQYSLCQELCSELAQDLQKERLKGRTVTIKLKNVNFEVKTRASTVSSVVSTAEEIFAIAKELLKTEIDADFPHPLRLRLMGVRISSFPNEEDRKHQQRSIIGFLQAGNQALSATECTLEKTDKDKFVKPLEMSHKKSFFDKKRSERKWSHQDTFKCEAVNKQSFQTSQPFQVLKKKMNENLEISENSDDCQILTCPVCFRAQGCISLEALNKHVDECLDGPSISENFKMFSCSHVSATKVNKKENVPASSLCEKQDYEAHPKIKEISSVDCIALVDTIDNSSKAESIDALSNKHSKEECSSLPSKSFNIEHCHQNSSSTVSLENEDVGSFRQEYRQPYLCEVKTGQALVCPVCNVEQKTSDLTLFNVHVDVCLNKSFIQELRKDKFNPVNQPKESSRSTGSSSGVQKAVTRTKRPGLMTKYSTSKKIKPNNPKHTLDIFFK
#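 Enzyme at 10 nM met test compounds for 15 min at room temperature. Substrate addition (50 nM final) began the reaction, which was monitored by fluorescence at 0 and 10 min.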
# G9a inh: inhibitors of human histone lysine methyltransferase G9a | Potency, µM (series often up to 102 µM), for inactives: at the highest dose activity, negative = inhibition, actives largely listed as inhibitors | AID 504332 | G9a H3K9 monomethylation, AlphaScreen, 2 h | 350,000 compounds, 8.8% hits | Q96KQ7; further: on the % scale 0 is the no-effect control and ±100 the full control effect; nearly all actives have a fitted effect of over 75% in size
#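 AlphaScreen detection with an anti-monomethyl H3K9 antibody quantified product after a 2 h room-temperature reaction containing 500 nM biotinylated H3K9 peptide, 20 µM SAM and 20 nM enzyme, which had been preincubated 15 min with compound.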
# APE1 inh: blocks human APE1 abasic DNA cleavage | AID 2517 | 350,000 compounds, 0.35% hits | P27695 | recombinant APE1, TAMRA/BHQ-2 abasic DNA cleavage fluorescence | Potency, µM (doses to about 65.8 µM), inactives show at the highest dose activity change, negative = inhibition, actives largely listed as inhibitors;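 further: plate controls were vehicle for no effect and reference inhibitor for full effect; nearly all actives have a fitted effect of over 55% in size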
#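 Quantitative HTS: incision of a TAMRA/BHQ-2 double-stranded substrate bearing a tetrahydrofuran abasic site by 0.75 nM APE1 raises fluorescence. Substrate 50 nM final, added after 15 min compound preincubation at room temperature; progress as third-minus-first kinetic read difference.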
# BAZ2B block: blocks human BAZ2B | AlphaScreen BAZ2B-H3K14Ac peptide displacement | Potency, µM (top dose mostly 114 µM), without a hit: at the highest dose activity change, negative = inhibition, hits mostly inhibitors | 360,000 compounds, 4.4% hits | AID 504333; further: on the % scale 0 is the no-effect control and ±100 the full control effect; nearly all actives have a fitted effect of over 60% in size
#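 Compounds, titrated to a top concentration of 110 uM, were incubated 30 min at room temperature with preformed BAZ2B/acetyl-K14 H3 peptide complex (50 nM each). Proximity signal was measured by AlphaScreen after 20 min with beads.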
# Pol beta inh: inhibitors of human DNA polymerase beta; Potency, µM (doses to about 114 µM), without a hit: at the top dose activity change, negative = inhibition, most hits filed as inhibitors; Pol beta primer extension/strand displacement, fluorescence kinetic; 340,000 compounds, 1.3% hits; P06746; further: on the % scale 0 is the no-effect control and ±100 the full control effect
#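 Curves were derived by four-parameter Hill fits of normalized qHTS data. The kinetic fluorescent primer-extension read was taken at 0 and 10 min after 50 nM substrate, following a 15 min room-temperature preincubation of 10 nM enzyme with compounds.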
# BLM helicase inh: Bloom syndrome helicase (human) inhibition | P54132 | recombinant BLM DNA unwinding, fluorescence dequenching | Potency, µM (top dose mostly 56.1 µM), for the others: top-dose activity change, negative = inhibition, most hits filed as inhibitors | 350,000 compounds, 0.2% hits;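 further: plate controls were vehicle for no effect and no enzyme for full effect; nearly all actives have a fitted effect of over 35% in size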
# JMJD2A Tudor inh: blocks the human JMJD2A Tudor domain | O75164 | AlphaScreen JMJD2A-Tudor / H3K4me3 peptide binding | Potency, µM (highest dose often 114 µM), for inactives: at the highest dose activity change, negative = inhibition, hits mostly inhibitors | 390,000 compounds, 4.4% hits | AID 504339; further: on the % scale 0 is the no-effect control and ±100 the full control effect; nearly all actives have a fitted effect of over 50% in size
# Pol iota inh: blocks human DNA polymerase iota activity. Q9UNA4. Pol iota fluorescent replication assay, 10 min. Potency, µM (doses to about 115 µM), without a hit: at the top dose activity, negative = inhibition, hits mostly inhibitors. 390,000 compounds, 1% hits. AID 588590
#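 Pol iota at 10 nM preincubated 15 min with compounds at room temperature; reaction started with fluorescent substrate, 50 nM final. Fluorescence read kinetically at 0 and 10 min; buffer-only wells as negative control.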
# Numbers without * were called inactive; ? = inconclusive; · = no result given; [ ] = dose if it differs, or a comment. The call rests on the fitted dose curve; in most records, active means well fitted curve in the direction sought with a large enough effect; inconclusive means small, poorly fitted or top-dose-only effect, or another doubt; inactive means no such curve, though single readings can be large; an effect the other way counts as inactive or inconclusive. Potency means the concentration at half of the fitted maximal effect. Not all compounds are listed. The share of hits here may be higher or lower than overall.
SMILES,POLH inh,Pol kappa inh,G9a inh,APE1 inh,BAZ2B block,Pol beta inh,BLM helicase inh,JMJD2A Tudor inh,Pol iota inh
Cc1cc(C)c(OCC(=O)Nc2nc(-c3ccccn3)cs2)c(C)c1,-17.5%,-9.2%,44.7µM*,-4.8%,50.1µM*,?,-9.8%,-21.1%,48.3%[activator]
COc1ccccc1Cn1c(=S)[nH]c2ccccc2c1=O,-19.2%,7.5%,15.1%,61.5%[activator],-1.3%,0.4%,-2.7%,-9.1%,-16.4%
COc1ccc(CNC(=O)N[C@@H](Cc2c[nH]c3ccccc23)C(=O)O)cc1,-18.2%,-5.0%,4.0%,25.1%,1.4%,5.4%,-4.9%,-2.7%,4.1%
CC(C)N(C(=O)NC(=O)Nc1ccccn1)S(C)(=O)=O,-6.7%,5.3%,-3.5%[59 µM],-2.1%,-7.1%,-1.7%,0.1%,2.1%,22.7%
COC(=O)[C@@]12CCCCN1[C@H](c1ccc(-c3ccccc3)c(OC)c1)[C@H]1C(=O)N(C)C(=O)[C@H]12,-14.9%,9.2%,·,-10.5%,·,·,·,-28.9%,27.2%
CCOC(=O)N1CCN(Cc2nc(-c3ccc(OC)cc3)no2)CC1,-15.3%,-4.4%,·,·,·,·,·,-7.2%,25.2%
CCCCOc1ccc(CON(C(C)=O)C(C)=O)cc1Cl,?,4.9%,8.8%,-11.9%,61.7%[activator],11.5%,-5.8%,0.7%[11.4 µM],33.2%
CCC(C)n1c(=N)c(C(=O)NC2CCCCC2)cc2c(=O)n3ccccc3nc21 (stereo not given),-7.4%,15.9%,-1.4%[59 µM],·,3.2%,-3.0%,-6.1%,-12.1%,12.5%
CC(C)N(N=Nc1ccc([N+](=O)[O-])cc1)C(C)C,-20.2%,-3.9%,-8.1%[59 µM],-0.6%,-8.5%,1.9%,-4.1%,-29.7%,3.8%
O=[N+]([O-])c1ccc(CN2CCN(c3ccccc3Cl)CC2)o1,-24.5%,-4.4%,28.2µM*,7.2%,50.1µM*,-14.0%,-1.0%,22.4µM*,-11.9%
C=CCc1ccc(OCCn2cccc2C=O)c(OC)c1,-10.5%,-21.3%,39.5%[0.501 µM],-4.3%,6.5%,77.4%,-5.1%,12.2%,47.1%[activator]
COc1cccc(OC)c1-c1nn(-c2ncc(C(F)(F)F)cc2Cl)c(=O)o1,-8.8%,0.0%,7.8%[12.7 µM],0.1%,-2.4%,1.2%,-3.2%,-4.9%,21.4%
CC(C)C(=O)Nc1ccc(NC(=O)c2ccccn2)cn1,-10.0%,-13.7%,25.1µM*,1.9%,-5.4%,-21.4%,0.9%,?,27.7%
Cc1c(N=Cc2ccc[nH]2)c(=O)n(-c2ccccc2)n1C,6.1%,1.3%,-2.1%[59 µM],3.0%,-2.2%,14.5%,-0.6%,-23.7%,25.5%
Cc1ccc(S(=O)(=O)N2CCCN(C(=O)c3ccc(-n4cccn4)cc3)CC2)cc1,-5.2%,-10.6%,26.5%[12.7 µM],32.3%,6.1%,·,·,-12.7%,-13.4%
CC(C)CC(NC(=O)c1ccc(Cl)cc1)C(=O)OCc1cc([N+](=O)[O-])cc2c1OCOC2 (stereo not given),-11.1%,-9.4%,-3.1%[59 µM],-5.3%,-13.0%,-20.9%,-7.6%,-27.1%,7.6%
CC(=O)NC(=S)Nc1ccc2oc(=O)ccc2c1,-13.7%,1.0%,·,27.1%,6.0%,2.0%,0.3%,-3.2%,30.2%[activator]
COc1ccc(-c2cc(C(=O)OCC(=O)c3ccc(C)cc3)c3cccc(Cl)c3n2)cc1,1.3%,-7.6%,6.2%[59 µM],·,21.3%,42.5%,-4.4%,21.5%,-4.4%
Nc1cc(S(=O)(=O)Nc2ccc(Cl)cc2)ccc1N1CCOCC1,-4.4%,-5.2%,28.2µM*,-1.3%,-31.5%,13.1%,-2.7%,?,16.4%
CC(=O)N1CCN(C(=O)c2ccc(C(=O)c3ccccc3)cc2)CC1,-14.8%,11.4%,-3.0%,7.2%,1.1%,8.1%,-4.1%,-17.1%,-14.3%
Cc1cccc2c1-c1sc(C(=O)N(C)c3cccc(C(F)(F)F)c3)cc1CO2,-25.9%,6.0%,133.4%[activator][59 µM],·,61.0%[activator],?,-10.0%,98.9%[activator],36.6%[activator]
c1ccc(Cc2noc(CN3CCC(CN4CCOCC4)CC3)n2)cc1,-18.8%,0.2%,·,20.6%,3.3%,17.7%,-3.3%,-19.3%,116.7%[activator]
O=[N+]([O-])c1ccc2c(c1Nc1ccccc1Cl)=NC1(CCCCC1)N=2,10.6%,-6.7%,-25.7%[59 µM],-1.2%,-32.7%,0.3%,-8.4%,?,29.3%
Cc1ccc(NC(=O)C2CCC(=O)N2)cc1C (stereo not given),-0.1%,-6.2%,13.1%[59 µM],3.3%,-2.1%,8.3%,6.4%,-10.7%,25.5%
COc1ccccc1CN(C)C(=O)COC(=O)c1cc(C)oc1C,-10.5%,2.6%,44.7µM*,10.7%,-3.3%,·,·,-14.1%,17.5%
Cc1cc(C)cc(N(CC(=O)NCCSc2ccccn2)S(=O)(=O)c2ccccc2)c1,-6.2%,-13.0%,18.9%[0.501 µM],-3.0%,-2.8%,37.9%,-7.5%,-8.6%,6.4%
CCn1nnnc1NC(=O)c1cc(OC)c(OC)c(OC)c1,0.0%,5.4%,1.5%,-0.1%,-17.8%,-18.8%,2.1%,79.4µM*,66.2%[activator]
Cc1ccc(Cn2c(=O)n(Cc3ccc(C(=O)NC4CCN(Cc5ccccc5)CC4)cc3)c(=O)c3ccccc32)cc1,-9.2%,-18.1%,10.7%[59 µM],·,4.4%,-1.6%,-0.5%,-20.5%,-3.0%
CC(=O)c1c(C)[nH]c(C(=O)Nc2cc(C)cc(C)c2)c1C,0.8%,-0.8%,-11.6%,3.1%,-36.6%,0.2%,-6.7%,?,0.0%
S=c1[nH]nc(Cc2c[nH]c3ccccc23)o1,-5.9%,-7.5%,1.58µM*,-2.2%,-3.8%,0.3%,3.3%,79.4µM*,3.6%
Cc1cc(-c2ccc(C(C)C)c(S(=O)(=O)NCc3ccco3)c2)on1,?,-18.9%,79.4µM*,-3.0%,50.1µM*,?,-8.8%,-34.5%,?
COc1ccccc1NC(=S)N1C2CCC1CC(NC(=O)NC13CC4CC(CC(C4)C1)C3)C2 (stereo not given),-4.2%,-5.7%,23.6%[12.7 µM],-0.9%,-9.2%,-2.2%,-5.5%,-25.8%,-0.3%
CC1=CCC2C(=O)N(c3cccc(C(=O)Nc4ccccc4Cl)c3)C(=O)C2C1 (stereo not given),-15.1%,-7.4%,74.0%[activator],10.5%,-3.0%,27.0%,-3.3%,-3.4%,-14.2%
COc1ccccc1C(=O)Oc1ccc(C(C)(C)C)cc1,-12.3%,4.4%,-1.9%[12.7 µM],-6.1%,46.6%[activator],3.3%,-11.1%,107.9%[activator],-10.7%
Cc1ccc(S(=O)(=O)N2CCN(C)CC2)cc1,-18.9%,-12.3%,·,-2.6%,9.6%,17.9%,0.1%,-7.5%,5.5%
COc1ccc(CN2CCCC(CO)(Cc3ccc(F)cc3F)C2)cc1 (stereo not given),-18.3%,-3.0%,8.8%,-0.5%,4.9%,2.0%,1.6%,-4.9%,-1.7%
COc1ccccc1NC(=O)C1CCN(c2ncccn2)CC1,-5.5%,2.5%,-44.8%,13.2%,-12.5%,58.4%,-6.8%,9.5%,0.1%
Cc1ccc(C)c(S(=O)(=O)Nc2ccc(O)cc2)c1,-2.3%,-5.5%,-7.3%[59 µM],3.5%,9.0%,28.1%,-8.1%,-22.8%[57.1 µM],-1.7%
COc1cc(OC)cc(C(=O)Nc2cccnc2)c1,-14.8%,-17.0%,0.6%,-7.5%,-4.6%,-15.8%,-4.5%,-16.0%,47.2%[activator]
NC(=O)C1CC(=O)N(c2ccc(OCc3ccc(Cl)cc3Cl)cc2)C1 (stereo not given),-12.0%,1.5%,31.0%,-4.0%,-0.6%,0.4%,-3.5%,-8.3%,-15.9%
COc1ccc(CCN(C(=O)Cn2nnc3ccccc32)C(C(=O)NCC2CCCO2)c2ccncc2)cc1OC (stereo not given),-21.7%,2.7%,5.7%,-1.0%,-14.3%,14.0%,-1.9%,-6.7%,174.8%[activator]
Cc1ccccc1C(=O)NC(=S)Nc1ccccc1N1CCCC1,-7.1%,-5.7%,20µM*,-0.5%,25.1µM*,-7.6%,-23.3%,25.1µM*,26.3%
Cc1ccc(-n2ncc(C#N)c2/N=C/N2CCN(C)CC2)cc1,-11.0%,6.9%,-1.0%[12.7 µM],0.6%,-0.5%,2.6%,-0.3%,0.9%,-9.4%
CCC(=O)N1CCc2cc(S(=O)(=O)NCCC(=O)NC3CCCc4ccccc43)ccc21 (stereo not given),0.8%,-15.9%,-50.4%,-3.4%,-3.6%,26.4%,-4.8%,-8.6%,7.9%
COc1ccc(NC(=S)N2CCN(C)CC2)cc1,-17.1%,-17.8%,·,·,·,·,·,-8.5%,14.9%
CCCCCc1ccc(-c2ccc(C(=O)Oc3ccc(C(=O)OC)cc3)cc2)nc1,-12.2%,-11.8%,?,·,3.0%,-1.0%,-0.3%,6.9%,21.3%
CC(C)(CC(=O)c1ccccc1)CC(=O)c1ccccc1,-27.7%,-9.2%,·,·,·,·,·,19.4%,11.5%
CN(C(=O)c1ccc2c(c1)OCCO2)c1c(N)n(Cc2ccccc2)c(=O)[nH]c1=O,-13.0%,8.3%,?,3.2%,10.2%,·,·,4.3%,29.7%

# Another view of some results above:
SMILES	POLH inh	Pol kappa inh	G9a inh	APE1 inh	BAZ2B block	Pol beta inh	BLM helicase inh	JMJD2A Tudor inh	Pol iota inh
S=c1[nH]nc(Cc2c[nH]c3ccccc23)o1	-5.9%	-7.5%	1.58µM*	-2.2%	-3.8%	0.3%	3.3%	79.4µM*	3.6%
Cc1cc(-c2ccc(C(C)C)c(S(=O)(=O)NCc3ccco3)c2)on1	?	-18.9%	79.4µM*	-3.0%	50.1µM*	?	-8.8%	-34.5%	?
COc1ccccc1NC(=S)N1C2CCC1CC(NC(=O)NC13CC4CC(CC(C4)C1)C3)C2 (stereo not given)	-4.2%	-5.7%	23.6%[12.7 µM]	-0.9%	-9.2%	-2.2%	-5.5%	-25.8%	-0.3%

# Assay outcomes from PubChem BioAssay.
